AmpC inh det – Promiscuous and Specific Inhibitors of AmpC Beta-Lactamase (assay with detergent) | purified AmpC, nitrocefin hydrolysis with detergent | Potency, µM (titrated, usually from 28.7 µM), for inactives: at the highest dose activity change, negative = inhibition | 71,000 tested, 0.09% active | AID 584, 2007; active = well fitted curve in the direction sought with a large enough effect; inconclusive = small, poorly fitted or top-dose-only effect
Target sequence (P00811 whole entry, looked up): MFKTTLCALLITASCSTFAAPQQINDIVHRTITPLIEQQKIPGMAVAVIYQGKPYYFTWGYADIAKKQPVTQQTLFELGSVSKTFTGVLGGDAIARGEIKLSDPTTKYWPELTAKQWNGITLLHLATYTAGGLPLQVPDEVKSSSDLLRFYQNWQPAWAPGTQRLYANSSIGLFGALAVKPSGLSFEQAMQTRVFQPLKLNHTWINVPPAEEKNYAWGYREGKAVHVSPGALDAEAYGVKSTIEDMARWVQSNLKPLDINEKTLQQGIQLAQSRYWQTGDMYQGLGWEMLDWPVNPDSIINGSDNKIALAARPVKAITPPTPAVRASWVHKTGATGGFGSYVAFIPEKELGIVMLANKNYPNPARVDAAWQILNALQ
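E. coli AmpC (5.3 nM) in 20 mM phosphate pH 7.0 with 0.01% Triton X-100, preincubated 15 min RT with compound; nitrocefin (2 uL of 800 uM stock) hydrolysis followed by 480 nm absorbance every 20 s over 4 min.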
Active calls of the source: *; [ ] = remark or other dose. % is set by controls: 0 for no effect and ±100 for the full control effect; potency is the fitted concentration of half-maximal effect. This is a subset; rates above refer to the full screens.

For O=C(C1CCCN1S(=O)(=O)c1cccc2cccnc12)N1CCc2ccccc2C1 (stereo not drawn) the results were AmpC inh det 8%.
Screening NC(=O)C1(N2CCCCC2)CCN(S(=O)(=O)c2cc(Cl)ccc2Cl)CC1 returned AmpC inh det 5%.
For O=C(Cc1ccccc1)OCCN1CCCCC1 the results were AmpC inh det -4%.
`Brc1ccc(-c2nn3c(-c4ccncc4)nnc3s2)o1` gave AmpC inh det 0%.
For CCN1CCN(C(=O)N[C@H](C(=O)N[C@@H]2C(=O)N3[C@@H]2SC(C)(C)[C@@H]3C(=O)O)c2ccccc2)C(=O)C1=O the results were AmpC inh det inconclusive.
`Cc1nc(CNS(=O)(=O)c2ccc3ccccc3c2)cs1` gave AmpC inh det 11%.
Screening O=C(O)CCCC(=O)Nc1nc2n(n1)C(c1ccc(F)cc1)CC(c1ccc(Cl)cc1)N2 (stereo not drawn) returned AmpC inh det 0%.
Screening CC(C)[C@]1(NC(=O)[C@H]2C=C3c4cccc5[nH]cc(c45)C[C@H]3N(C)C2)O[C@@]2(O)[C@H]3CCCN3C(=O)[C@H](Cc3ccccc3)N2C1=O returned AmpC inh det -2%.
CC1Cc2ccccc2N1C(=O)CN1C(=O)NC(C)(c2ccc3c(c2)OCCO3)C1=O (stereo not drawn) was read as AmpC inh det 16%.
For CN1CCCC(OC(=O)CCCCC(=O)OC2CCCN(C)C2)C1 (stereo not drawn) the results were AmpC inh det -3%.
Screening O=C(C1CCN(S(=O)(=O)N2CCOCC2)CC1)N1CCOCC1 returned AmpC inh det -1%.
`O=C(CN1C(=O)COc2ccccc21)c1ccc(Cl)cc1` gave AmpC inh det 10%.
For COc1ccc(C)cc1NC(=O)c1nc2nc(C)cc(C)n2n1 the results were AmpC inh det -5%.
O=C(O)[C@H](Cc1cc(I)c(O)c(I)c1)C1CCCCC1 was read as AmpC inh det -5%[5.75 µM].
For Cc1noc(C)c1C(=O)OCC(=O)c1c[nH]c2ccccc12 the results were AmpC inh det 0%.
For C=CCn1c(O)c(C(C)=Nc2ccc(NC(C)=O)cc2)c(=O)[nH]c1=O the results were AmpC inh det -4%.
CCn1c(SCC(=O)Nc2ccc(NC(=O)c3cccs3)cc2)nnc1-c1cccnc1 was read as AmpC inh det 6%.
For O=C(O)Cn1nc(-c2ccc(F)cc2)oc1=O the results were AmpC inh det 16%.
For COc1cc2c(cc1NC(=O)CN1C(=O)NC3(CCc4ccccc43)C1=O)oc1ccccc12 (stereo not drawn) the results were AmpC inh det -3%.
For CCOc1ccc(CC(=O)N2CCN(c3ccc(N4CCOCC4)nn3)CC2)cc1OCC the results were AmpC inh det 14%.
COc1cccc(N2CCN(Cc3nc(N)nc(Nc4ccccc4OC)n3)CC2)c1 was read as AmpC inh det -2%.
`ClCC1CO1` (stereo not drawn) gave AmpC inh det 8%.
`O=C(C1CCCCC1)N1CCCC(c2nc3c(nnn3Cc3ccccc3)c(=O)[nH]2)C1` (stereo not drawn) gave AmpC inh det 1%.
For COCCCNC(=O)Cn1nc(-c2ccc(C)cc2)ccc1=O the results were AmpC inh det -1%.
CCN(CC)CCCNC(=O)c1nn(-c2ccccc2OC)c(=O)c2ccccc12 was read as AmpC inh det -3%.
CCC(=O)Nc1cc2c(cc1C(=O)CC)OCCO2 was read as AmpC inh det 9%.
Screening CC(=O)Nc1nonc1-c1nc2ccccc2n1Cc1nnc(C)o1 returned AmpC inh det 6%.
Cc1nc(SCC(=O)OCc2ccccc2)c2c(=O)n(C)c(=O)n(C)c2n1 was read as AmpC inh det 8%.
`O=C(O)c1cccc(-n2cnnn2)c1` gave AmpC inh det -1%.
`O=C(CSc1nnc(-c2ccco2)n1Cc1ccccc1)c1ccc(F)cc1` gave AmpC inh det 1%.
Screening O=C(Nc1ccccc1O)c1ccc(Cl)cc1 returned AmpC inh det 1%.
Screening Cc1nc2sc(C(c3cccs3)N3CCN(c4cccc(Cl)c4)CC3)c(O)n2n1 (stereo not drawn) returned AmpC inh det 7%.
For CCN(CC(=O)NC(C)C)C(=O)CCNC(=O)c1ccc(Cl)cc1 the results were AmpC inh det -5%.
`CCOC(=O)Cc1csc(NC(=O)Nc2ccccc2)n1` gave AmpC inh det -2%.
Screening COc1ccc(S(=O)(=O)N(CCCN2CCCC2=O)Cc2cc3c(C)ccc(C)c3[nH]c2=O)cc1 returned AmpC inh det 7%.
Screening NS(=O)(=O)c1ccc(CCNC(=O)NC2(C(F)(F)F)Oc3ccccc3O2)cc1 returned AmpC inh det -1%.
`Cc1ccc(S(=O)(=O)N(CC(=O)NCc2ccco2)Cc2ccccc2F)cc1` gave AmpC inh det 2%.
For CCN1C(=O)/C(=C2/SC(C)=C(C)N2CC)SC1=S the results were AmpC inh det 13%.
`Cc1ccc(-c2nn(-c3ccccc3)cc2CN(Cc2ccccc2)C(=O)CCC(=O)O)o1` gave AmpC inh det 8%.
For Cc1cccc(NC(=O)c2ccccc2NC(=O)C(C)(C)C)n1 the results were AmpC inh det -3%.
CCN(CC)S(=O)(=O)c1ccc(NC(=O)C(OC)c2ccccc2)cc1 (stereo not drawn) was read as AmpC inh det -4%.
NS(=O)(=O)c1ccc(NC(=O)Nc2cccc3ccccc23)cc1 was read as AmpC inh det 0%[5.75 µM].
`COc1ccc(-n2nc3c(c2NC(=O)c2cc4ccccc4oc2=O)CS(=O)(=O)C3)cc1` gave AmpC inh det -3%.
Screening O=C(Cn1c(=O)n(CC2CCCO2)c(=O)c2ccccc21)c1ccccc1 (stereo not drawn) returned AmpC inh det -4%.
CC(=O)N1CCN(CC(O)COc2ccc(OCc3ccccc3)cc2)CC1 (stereo not drawn) was read as AmpC inh det -3%.
Screening Cc1c(NC(=O)CSc2nc(-c3ccco3)cc(C(F)(F)F)n2)c(=O)n(-c2ccccc2)n1C returned AmpC inh det 2%.
`COCCCn1c2nc3ccccc3nc2c2c(=O)n(Cc3ccc(Cl)cc3)cnc21` gave AmpC inh det 2%.
Screening Cc1c(N2CCCC2)cc2c(c1NC(=O)c1ccccc1Cl)C(C)(C)CC2(C)C returned AmpC inh det -1%[5.75 µM].
For Cc1ccc2nc(C3CCN(CC(=O)Nc4ccc5c(c4)OCCO5)CC3)[nH]c2c1 the results were AmpC inh det -3%.
`CCCS(=O)(=O)N1CCC(C(=O)NCCCOCC)CC1` gave AmpC inh det -3%.
Screening COC(=O)c1ccc(CSc2nnc(-c3ccncc3)o2)o1 returned AmpC inh det -5%.
`COc1ccccc1C(=O)N1CCN=C1c1ccccc1` gave AmpC inh det -2%.
Cc1nc(SCC(=O)c2c[nH]c3ccccc23)n[nH]1 was read as AmpC inh det -13%.
Screening O=C(O)c1ccc2c(c1)CC(c1ccccc1)OC2=O (stereo not drawn) returned AmpC inh det -7%.
CCOC(=O)C1=C(c2ccccc2)N(C)C(=O)NC1c1ccc(O)c(OC)c1 (stereo not drawn) was read as AmpC inh det 0%.
For CCn1c(SCc2nc(CC(=O)Nc3ccccc3OC)no2)nnc1-c1cccs1 the results were AmpC inh det 1%.
CCc1nnc(NC(=O)CSc2nnc(-c3c[nH]c4ccccc34)n2CC)s1 was read as AmpC inh det 12%.
Screening O=C(COC(=O)C1CCCN1C(=O)c1cccs1)c1ccccc1 (stereo not drawn) returned AmpC inh det 10%.
CC[C@@]12CCCN3CC[C@@]4(c5ccc(OC)c(O)c5N(C(C)=O)[C@H]4CC1)[C@H]32 was read as AmpC inh det -2%.
`C=CP(=O)(O)c1ccccc1` gave AmpC inh det -1%.
`CCN1CCN(c2ncnc3ccc(Br)cc23)CC1` gave AmpC inh det -4%.
COc1cc(C(=S)N2CCC(C(N)=O)CC2)ccc1O was read as AmpC inh det -3%.
For CCOC(=O)C1=C(C)NC(C)=C(C(=O)OCC)C1c1ccc(O)cc1 the results were AmpC inh det -1%.
FC(F)(F)c1cccc(N2Cc3ccccc3C2)c1 was read as AmpC inh det 7%.
`Cc1ccc(C(=O)Nc2ccccc2N2CCN(C(=O)C(C)C)CC2)cc1` gave AmpC inh det 0%.
For Cc1nc2ccccc2c(=O)n1/N=C/c1ccncc1 the results were AmpC inh det 0%.
`CCOc1ccc(-n2nnc3c(=O)n(CC(=O)c4ccccc4)cnc32)cc1` gave AmpC inh det 15%.
`COc1cc2c(cc1OC)CN(C(=O)CSc1nc(N)c(C#N)cc1C#N)CC2` gave AmpC inh det -2%.
`CCc1c(C)nc(N)n2c(SCC(=O)N3CCN(c4ccccc4OC)CC3)nnc12` gave AmpC inh det -1%.
For CC1=[N+]([O-])C(N2CCOCC2)C(O)(c2ccccc2)C1 (stereo not drawn) the results were AmpC inh det -2%.
For COc1ccccc1OCC(=O)N(Cc1nc(-c2ccc(Cl)cc2)no1)C(C)C the results were AmpC inh det 7%.
For CC(C)NS(=O)(=O)c1ccc(OCC(=O)Nc2ccc3c(c2)OCCO3)cc1 the results were AmpC inh det -5%.
CCOc1nc(-c2ccc(C)cc2)ccc1-c1noc(COC)n1 was read as AmpC inh det 12%.
Screening O=C(O)CN1C(=O)CSc2ccccc21 returned AmpC inh det 2%.
For COC(=O)C(Cc1cnc[nH]1)NC(=O)C1CCC(=O)N1 (stereo not drawn) the results were AmpC inh det -4%.

Among those listed so far, nine contain an NH in an aromatic ring:
Screening CC(C)[C@]1(NC(=O)[C@H]2C=C3c4cccc5[nH]cc(c45)C[C@H]3N(C)C2)O[C@@]2(O)[C@H]3CCCN3C(=O)[C@H](Cc3ccccc3)N2C1=O returned AmpC inh det -2%.
For Cc1noc(C)c1C(=O)OCC(=O)c1c[nH]c2ccccc12 the results were AmpC inh det 0%.
For C=CCn1c(O)c(C(C)=Nc2ccc(NC(C)=O)cc2)c(=O)[nH]c1=O the results were AmpC inh det -4%.
`O=C(C1CCCCC1)N1CCCC(c2nc3c(nnn3Cc3ccccc3)c(=O)[nH]2)C1` (stereo not drawn) gave AmpC inh det 1%.
Screening COc1ccc(S(=O)(=O)N(CCCN2CCCC2=O)Cc2cc3c(C)ccc(C)c3[nH]c2=O)cc1 returned AmpC inh det 7%.
For Cc1ccc2nc(C3CCN(CC(=O)Nc4ccc5c(c4)OCCO5)CC3)[nH]c2c1 the results were AmpC inh det -3%.
Cc1nc(SCC(=O)c2c[nH]c3ccccc23)n[nH]1 was read as AmpC inh det -13%.
CCc1nnc(NC(=O)CSc2nnc(-c3c[nH]c4ccccc34)n2CC)s1 was read as AmpC inh det 12%.
For COC(=O)C(Cc1cnc[nH]1)NC(=O)C1CCC(=O)N1 (stereo not drawn) the results were AmpC inh det -4%.

New compounds follow:
`CCOC(=O)c1oc2ccccc2c1NC(=O)c1cccc(OC)c1OC` gave AmpC inh det 0%.
For O=S(=O)(c1ccc(OCC(O)CN2CCc3ccccc3C2)cc1)N1CCOCC1 (stereo not drawn) the results were AmpC inh det -1%.
`Cc1onc(-c2ccccc2)c1C(=O)N1CCN(C/C=C/c2ccccc2)CC1` gave AmpC inh det 11%.
Cc1ccc(-c2cnc(N)n2C)cc1C was read as AmpC inh det -2%.
For Cc1ccc(C)c(C(C)NC(=O)C2C3CCC(O3)C2C(=O)O)c1 (stereo not drawn) the results were AmpC inh det 13%.
Screening CC(C)Cn1c(N)c(S(=O)(=O)c2cccs2)c2nc3ccccc3nc21 returned AmpC inh det -1%.
`CCc1ccc2[nH]cc(C(=O)OCCOC)c(=O)c2c1` gave AmpC inh det 12%.
C=C(C)Cn1c(CCNC(=O)CC)nc2ccccc21 was read as AmpC inh det -4%.
COc1ccc(-c2noc(CCCC(=O)NCCc3ccccc3)n2)cc1OC was read as AmpC inh det -2%.
Cc1sc(NC(=O)CSc2nnc(COc3ccccc3)n2C)c(C#N)c1C was read as AmpC inh det 12%.
Screening COc1cc(-c2nc3cnccn3c2Nc2ccccc2)ccc1O returned AmpC inh det 12%.
Screening NC(=O)c1ccc(N2CCCCC2)c(N2C(=O)CCC2=O)c1 returned AmpC inh det 5%.
Screening CCOc1ccc(NCC(=O)Nc2ccc(C)cc2C)cc1 returned AmpC inh det -2%.
`OC(c1ccc(Cl)cc1)c1nnc(-c2ccccc2)o1` (stereo not drawn) gave AmpC inh det -5%.
For Oc1ccc(Br)cc1CN1CCCCCCC1 the results were AmpC inh det 1%.

Quoted at random: two entries already listed
`Cc1onc(-c2ccccc2)c1C(=O)N1CCN(C/C=C/c2ccccc2)CC1` gave AmpC inh det 11%.
`OC(c1ccc(Cl)cc1)c1nnc(-c2ccccc2)o1` (stereo not drawn) gave AmpC inh det -5%.

Carrying on.
Cc1ccc2cc(C#N)c(NCCCNC(=O)C3CCCO3)nc2c1 (stereo not drawn) was read as AmpC inh det -2%.
`CC(=O)Nc1cccc(N)c1` gave AmpC inh det 9%.
For CCCCCc1cc(O)c2c(C)cc(=O)oc2c1 the results were AmpC inh det -1%.
For C1CCc2c(nnc3c2-c2nonc2CC3)C1 the results were AmpC inh det -2%.
For Cc1ccnc(NS(=O)(=O)c2ccc(NC(=O)C3CCCO3)cc2)n1 (stereo not drawn) the results were AmpC inh det -3%.
CS(=O)(=O)N1CCC2(CC1)CN(C(=O)Nc1cccc(F)c1)C2 was read as AmpC inh det -4%.
`CCCn1c2c(c(O)c(C(=O)Nc3nc(C)cs3)c1=O)CCCC2` gave AmpC inh det 1%.
Screening CCCCC(=O)N(CCOC)c1nnc(-c2ccc(OC)cc2)s1 returned AmpC inh det -2%.
`COc1ccc(-c2csc(NCc3ccco3)n2)cc1` gave AmpC inh det 3%.
`CCN(CC)CCNC(=O)C1CCN(S(=O)(=O)N2CCCCC2)CC1` gave AmpC inh det 1%.
`CCCC(C)C(=O)Nc1nnc(C)s1` (stereo not drawn) gave AmpC inh det -2%.
For CCCCCN(C(=O)NC(=O)Nc1nncs1)S(C)(=O)=O the results were AmpC inh det 1%.
Screening COc1ccc(-c2nnnn2C)cc1S(=O)(=O)NCCc1ccccc1 returned AmpC inh det 5%.
`Cc1[nH]c2ccccc2c1CCO` gave AmpC inh det -3%.
`CCCOc1nc(N)c(C#N)c(-c2ccccc2F)c1C#N` gave AmpC inh det -3%.
Screening COc1ccccc1OCCC(=O)OCC(=O)NC(=O)NC(C)(C)C returned AmpC inh det 10%.

Screening results deposited in PubChem by National Center for Advancing Translational Sciences (NCATS).
